Screens: PubChem, ICCB-Longwood Screening Facility, Harvard Medical School
PV pol inh = poliovirus RNA polymerase inhibition; P03300; poliovirus polymerase elongation, fluorescence polarization; hits give low values; % elongation, % (compound at 16.7 µg/mL); 150,000 compounds, 0.66% hits; in the data active = % elongation below about 90%; note: some results filed as inactive read as strong as hits
Target sequence (P03300 1749-2209 limits assumed): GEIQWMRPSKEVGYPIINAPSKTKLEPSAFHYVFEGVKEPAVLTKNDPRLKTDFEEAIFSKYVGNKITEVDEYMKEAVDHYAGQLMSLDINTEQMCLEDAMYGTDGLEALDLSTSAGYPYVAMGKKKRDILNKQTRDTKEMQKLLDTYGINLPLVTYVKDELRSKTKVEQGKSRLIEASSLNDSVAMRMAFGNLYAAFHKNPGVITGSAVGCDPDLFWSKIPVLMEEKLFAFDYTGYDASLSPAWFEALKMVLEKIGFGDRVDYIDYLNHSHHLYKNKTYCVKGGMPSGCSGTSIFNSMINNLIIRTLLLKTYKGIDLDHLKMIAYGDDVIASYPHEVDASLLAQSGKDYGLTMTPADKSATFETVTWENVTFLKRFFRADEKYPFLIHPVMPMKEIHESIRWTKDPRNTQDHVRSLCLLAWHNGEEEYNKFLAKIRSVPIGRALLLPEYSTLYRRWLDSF
PV pol inh FP z-score = also measured in PV pol inh; calls as there; z-score; measured here: FP z-score; hits read low
Numbers without * were called inactive.

#1 O=C(CCn1c(=O)c2ccccc2n(Cc2cc(=O)n3ccccc3n2)c1=O)NCc1ccc2c(c1)OCO2
#2 O=C(COC(=O)c1cc(Br)ccc1O)NC1CCCCC1
#3 CC(Sc1nnc(Cc2cccc3ccccc23)n1C1CCCCC1)C(=O)NCc1ccco1 (stereo unspecified)
#4 COC(=O)c1ccc(OCC(=O)c2cccc(OC)c2)cc1
#5 CCOc1ccccc1N1CCN(C(=O)C2CCN(Cc3ccc(OC)cc3)CC2)CC1
#6 CC1CN(C(=O)COC(=O)C2CCC(C(C)(C)C)CC2)CC(C)O1 (stereo unspecified)

Compound	1	2	3	4	5	6
PV pol inh	102.0	101.0	104.0	104.0	101.0	106.0
PV pol inh FP z-score	0.2	-0.2	-0.3	0.9	-0.2	0.4

#7 COc1ccc2c(c1)CC/C(=C/c1cccs1)C2=O
#8 O=C(NC1CCCCC1)c1ccc2c(c1)ncn2C1CCCCCC1
#9 CC(=O)Oc1ccccc1C(=O)NC(C)(C)C
#10 Cc1nc(/N=C/N(C)C)c(Br)cc1Br
#11 NC(=O)COc1coc(CN2CCc3ccccc3C2)cc1=O
#12 COC(=O)c1ccc(C(=S)NCC(OC)OC)cc1

Compound	7	8	9	10	11	12
PV pol inh	99.0	101.0	109.0	102.0	102.0	79.0*
PV pol inh FP z-score	-0.2	-0.4	0.7	-0.9	-0.1	-2.3*

#13 Cc1ccc(/C=C2/N=C(c3ccccc3)NNC2=O)cc1
#14 O=C(CN1CCOc2ccccc21)NCc1ccco1
#15 CC(C)(C)N(Cc1ccccc1)C(=O)c1ccco1
#16 OC(COc1ccc2oc3ccccc3c2c1)CN1CCN(Cc2ccccc2)CC1 (stereo unspecified)
#17 CC(=O)c1cccc(NC(=O)CCCSc2nc(-c3ccco3)cc(C(F)(F)F)n2)c1
#18 CCCCC(CC)CNC(=O)CCCCn1c(=O)[nH]c2ccsc2c1=O (stereo unspecified)

Compound	13	14	15	16	17	18
PV pol inh	102.0	103.0	101.0	105.0	105.0	111.0
PV pol inh FP z-score	0.2	0.5	0.4	-0.2	0.1	2

#19 CCCn1cc(S(=O)(=O)c2ccc(CC)cc2)c(=O)c2ccccc21
#20 Nc1nncn1C(=O)CCCOc1ccccc1
#21 COc1ccc(-c2csc(-c3cccnc3)n2)cc1
#22 COc1ccc(C2(O)CCN(CCCCOc3ccccc3)CC2)cc1
#23 COC(=O)c1ccc2c(=O)n(CC3CCCO3)c(SCc3coc(-c4cccs4)n3)nc2c1 (stereo unspecified)
#24 Cc1cc2c(cc1S(=O)(=O)NC1CCCCC1)OCCN2C

Compound	19	20	21	22	23	24
PV pol inh	104.0	101.0	102.0	102.0	103.0	103.0
PV pol inh FP z-score	0.1	0.3	0.1	-0.2	-0.1	0.6

#25 CCOC(=O)c1c(C)[nH]c(C)c1S(=O)(=O)NCC(=O)Nc1cc(C)ccc1OC
#26 COc1ccc(/C=C/C(=O)Nc2ccc(Cl)c(Cl)c2)cc1OC
#27 O=S(=O)(NCCOC12CC3CC(CC(C3)C1)C2)c1cc(Cl)ccc1Cl
#28 COc1ccccc1CNC(=O)CN1C(=O)CCn2nc(-c3ccccc3)cc21
#29 O=C1CCCC2=C1C(c1ccccc1Cl)N=C(Nc1nc3ccccc3s1)N2 (stereo unspecified)
#30 CC(=O)Nc1ccc2nc(SCCOc3ccccc3)sc2c1

Compound	25	26	27	28	29	30
PV pol inh	113.0	104.0	105.0	107.0	105.0	110.0
PV pol inh FP z-score	0.5	0.1	0.2	-0.2	0.5	0.6

#31 COc1ccccc1N1CCN(c2ccc(=O)n(CC(=O)NCc3ccc(F)cc3)n2)CC1
#32 O=C(NCCNCc1ccco1)c1ccccc1
#33 COc1ccc(C(=O)N2CC(=O)Nc3ccc(F)cc3C2c2ccc(F)cc2)c(OC)c1 (stereo unspecified)
#34 COC(=O)c1cn(C(=O)OC)c2ccccc12
#35 Cc1cc(NC(=O)c2ccc3c(c2)OCCO3)cc(-c2nc3ccccc3o2)c1O
#36 COc1ccc(CNC(=O)CC(C)CC2=NS(=O)(=O)c3ccccc3N2)cc1 (stereo unspecified)

Compound	31	32	33	34	35	36
PV pol inh	103.0	102.0	104.0	100.0	106.0	98.0
PV pol inh FP z-score	-0.8	0.1	0	-0.5	0.2	-2

#37 Cc1ccc(Cl)cc1NC(=O)CN1C(=O)COc2ccc(S(=O)(=O)N3CCOCC3)cc21
#38 COC(=O)C(NC(=O)CC12CC3CC(CC(C3)C1)C2)C(C)C (stereo unspecified)
#39 CCc1cnc2c(c1SCC(=O)c1ccccc1)c(=O)n(C)c(=O)n2C
#40 O=C(OCc1ccco1)c1cnc(Nc2ccc(OC(F)(F)F)cc2)nc1C(F)(F)F
#41 CS(=O)(=O)c1ccc(Cl)c(C(=O)OCC(=O)c2ccc3c(c2)OCO3)c1
#42 O=C(CSc1nnnn1C1CCCC1)Nc1nc2ccc(F)cc2s1

Compound	37	38	39	40	41	42
PV pol inh	112.0	100.0	103.0	97.0	105.0	108.0
PV pol inh FP z-score	-0.3	-0.2	-0.5	-1	0.5	0.7

#43 COc1ccc(C(=O)N(C)C2CCCCC2)cc1
#44 O=C(/C=C/c1cccs1)Nc1nnc(-c2cccs2)o1
#45 Cc1nn(-c2ccccc2)c2sc(C(=O)Nc3cccc(Cl)c3)cc12
#46 COC(=O)CSc1nc(-c2ccc(F)cc2)[nH]c1-c1ccc(C)cc1
#47 CCOC(=O)c1c(C)n(Cc2ccccc2)c2ccc(O)cc12
#48 CCCNC(=O)Cn1nc(-c2ccc(C)c(C)c2)c2cnc3ccc(OC)cc3c21

Compound	43	44	45	46	47	48
PV pol inh	100.0	100.0	106.0	101.0	100.0	101.0
PV pol inh FP z-score	0	-0.8	0.2	-0.5	-0.6	-1.3

#49 NC(=O)C1C2CCC(C2)C1C(=O)c1ccccc1 (stereo unspecified)
#50 O=C(NC1=NCCS1)C1CCN(c2ncc(C(F)(F)F)cc2Cl)CC1
#51 CC1CN(C(=S)NCc2ccco2)CC(C)O1 (stereo unspecified)
#52 CS/C(N)=N/S(=O)(=O)c1cccs1
#53 CCCN(CCC)CCCNC(=O)c1sc2nc3n(c(=O)c2c1C)CCC3
#54 CN(CC(=O)NC1(C#N)CCCC1)c1ccccc1

Compound	49	50	51	52	53	54
PV pol inh	100.0	108.0	101.0	104.0	98.0	103.0
PV pol inh FP z-score	-0.2	0.5	0.2	0.2	-1.5	-0.1

#55 Cc1cccc(NC(=O)c2ccc(C)c(S(=O)(=O)N3CCCC3)c2)c1
#56 CCN(Cc1ccccc1)C(=O)Nc1c[nH]c2ccccc12
#57 Cn1nc(C(=O)NCc2ccc(F)cc2)c2c1-c1ccccc1SC2
#58 Cn1ccnc1CC(O)(c1ccccc1)c1ccccc1
#59 Cc1nccn1S(=O)(=O)c1c(C(C)C)cc(C(C)C)cc1C(C)C
#60 CCN1CCN(Cc2c(O)ccc3oc(C)c(C(=O)Nc4cccc(Cl)c4C)c23)CC1

Compound	55	56	57	58	59	60
PV pol inh	100.0	101.0	113.0	103.0	101.0	98.0
PV pol inh FP z-score	-0.5	0.1	0.3	0.3	-0.5	-2.4

#61 Nc1nnc(CCC(=O)O)c(=O)n1N
#62 O=c1n(-c2cccc(Cl)c2)c(=O)n(Cc2cccc(F)c2)n1Cc1cccc(F)c1
#63 CC(C)(CO)NC(=O)c1cc(-c2ccc(F)cc2)no1
#64 CCOC(=O)c1sc2c(c1O)c(=O)n(-c1ccccc1)c(=S)n2-c1ccccc1
#65 CC(O)CNCc1ccc2c(c1)OCO2 (stereo unspecified)
#66 O=C(Oc1cccc(Cl)c1Cl)c1ccncc1
#67 O=C(CC1NC2CCCCC2NC1=O)Nc1cccc(C(F)(F)F)c1 (stereo unspecified)
#68 COc1ccc(-c2ccc(NS(=O)(=O)c3ccc(C(C)=O)cc3)cc2)nn1
#69 Cc1ccc(C)c(NC(=O)COC(=O)CC2CC3CCC2C3)c1 (stereo unspecified)

Compound	61	62	63	64	65	66	67	68	69
PV pol inh	102.0	102.0	100.0	106.0	105.0	4.0*	100.0	98.0	101.0
PV pol inh FP z-score	-0.1	0.1	-0.4	0.3	1.4	-13.7*	-0.4	-1.8	-0.2

Some of the compounds tested; rates above refer to the full screens.
